High-throughput results from PubChem BioAssay.
MOR-DOR ag – OPRM1-OPRD1 heterodimerization agonism | P35372+P41143 | cells, luminescence | activation, % at 9.3 µM | actives 0.3% (n = 340,000); in the data active = activation above about 18%;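 also: 0% = vehicle-treated cells and 100% = reference agonist; values of inactives mirror those of a sister screen read the other way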
Cardiac RTF inh – cardiac RTF calcium desensitization. P19429+P45379. IANBD-labeled cardiac RTF, Ca2+ fluorescence. inhibition, % at 7.15 µM. actives 0.12% (n = 340,000). AID 493244;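 active = inhibition above the mean inhibition of all tested compounds plus 3 SD, cut at about 17% in these data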;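 also: assay run at fixed EC70 calcium of 1.6 mM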
cardiac RTF act – increases calcium sensitivity of human cardiac regulated thin filaments; activation, % at 7.2 µM; actives 0.24% (n = 340,000); IANBD-labeled TnC RTF fluorescence at EC20 calcium; 0% EC20 calcium, 100% full calcium; P19429+P45379;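 active = activation above the mean over all tested compounds plus 3 SD, cut at about 30% in these data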;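 also: rise in fluorescence read as greater calcium sensitivity of cardiac thin filaments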
V-ATPase pH – regulators of yeast V-ATPase proton transport | S. cerevisiae, pHLuorin cytosolic pH fluorescence | response, % at 10 µM | actives 0.37% (n = 350,000); in the data active = response mostly above about 7.3%, no sharp cut-off; inactive = mostly below about 5.4%; also: actives read high; inactives centre near 0; some compounds called inactive have numbers as strong as hits; reference of the scale not given here
HTR5A inv ctr – inverse agonist of human HTR5A in OPRM1-OPRD1 counter-screen. actives 0.083% (n = 340,000). HTR5A cell line, luminescence, inverse agonism. P47898. inhibition, % at 9.3 µM; in the data active = inhibition mostly above about 23%, no sharp cut-off; inactive = mostly below about 18%;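 also: 0% = cells with DMSO and 100% = no-cell wells with DMSO; some compounds called inactive have numbers as strong as hits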
Target sequence (P47898 whole entry, looked up): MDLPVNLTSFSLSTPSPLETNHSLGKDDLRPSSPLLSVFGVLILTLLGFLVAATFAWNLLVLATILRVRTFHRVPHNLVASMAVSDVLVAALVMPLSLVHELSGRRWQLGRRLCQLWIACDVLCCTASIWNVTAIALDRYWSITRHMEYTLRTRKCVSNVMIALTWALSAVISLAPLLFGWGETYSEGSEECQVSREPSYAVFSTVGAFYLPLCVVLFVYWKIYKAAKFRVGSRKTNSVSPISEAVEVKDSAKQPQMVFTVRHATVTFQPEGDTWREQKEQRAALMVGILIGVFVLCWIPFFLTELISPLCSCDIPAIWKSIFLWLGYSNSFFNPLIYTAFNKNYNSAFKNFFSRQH
HTR5A ag – counter-screen for OPRM1-OPRD1 agonists: human HTR5A agonism; actives 0.61% (n = 340,000); P47898; HTR5A agonist assay, luminescence, cell-based; activation, % at 9.3 µM; in the data active = activation mostly above about 9.5%, no sharp cut-off; inactive = mostly below about 7.6%;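 also: 0% = cells with vehicle only and 100% = reference agonist; strong numbers were not always called active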
C-LANA FP – blocks KSHV LANA C-terminal domain binding to DNA | MBP-C-LANA/FAM-LBS DNA binding, fluorescence polarization | inhibition, % at 9 µM | actives 0.078% (n = 340,000);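 active = highest replicate inhibition at or above 60% at 9 µM, even if other replicates fall short; inactive = all replicates below 60% inhibition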;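 also: 0% = neutral control wells and 100% = 4 µM acridine orange control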
CAL PDZ FP – inhibitors of human CAL PDZ peptide binding; actives 0.92% (n = 300,000); AID 602252; inhibition, % at 24.9 µM; Q9HD26; purified CAL PDZ, TMR-peptide fluorescence polarization, 1 h;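 active = mean inhibition of at least 30% with at least half of replicates also reaching 30%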;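 also: 0% = DMSO neutral control and 100% = excess unlabeled competitor peptide PRC23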
MOR-DOR inv ag – inverse agonists of human mu-delta opioid receptor heterodimerization | P35372+P41143 | cell-based MOR-DOR heterodimer luminescence, inverse agonism | inhibition, % at 9.3 µM | actives 0.21% (n = 340,000); in the data active = inhibition above about 22%, passing the limit was not always enough;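 also: 0% = cells with DMSO and 100% = wells without cells with DMSO; values of inactives mirror those of a sister screen read the other way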
Keap1 Nrf2 FP – inhibitors of human Keap1-Nrf2 protein-protein interaction; Q14145; inhibition, % at 9.4 µM; actives 0.15% (n = 340,000); Keap1 Kelch-Nrf2 peptide fluorescence polarization, 1536-well; in the data active = inhibition above about 12%;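 also: human Keap1 Kelch domain with fluorescein labeled Nrf2 9mer peptide probe; 0% = neutral control wells and 100% = peptide positive control; higher means more block of Keap1 binding to Nrf2 peptide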
Target sequence (Q14145 whole entry, looked up, the tested form may be a part): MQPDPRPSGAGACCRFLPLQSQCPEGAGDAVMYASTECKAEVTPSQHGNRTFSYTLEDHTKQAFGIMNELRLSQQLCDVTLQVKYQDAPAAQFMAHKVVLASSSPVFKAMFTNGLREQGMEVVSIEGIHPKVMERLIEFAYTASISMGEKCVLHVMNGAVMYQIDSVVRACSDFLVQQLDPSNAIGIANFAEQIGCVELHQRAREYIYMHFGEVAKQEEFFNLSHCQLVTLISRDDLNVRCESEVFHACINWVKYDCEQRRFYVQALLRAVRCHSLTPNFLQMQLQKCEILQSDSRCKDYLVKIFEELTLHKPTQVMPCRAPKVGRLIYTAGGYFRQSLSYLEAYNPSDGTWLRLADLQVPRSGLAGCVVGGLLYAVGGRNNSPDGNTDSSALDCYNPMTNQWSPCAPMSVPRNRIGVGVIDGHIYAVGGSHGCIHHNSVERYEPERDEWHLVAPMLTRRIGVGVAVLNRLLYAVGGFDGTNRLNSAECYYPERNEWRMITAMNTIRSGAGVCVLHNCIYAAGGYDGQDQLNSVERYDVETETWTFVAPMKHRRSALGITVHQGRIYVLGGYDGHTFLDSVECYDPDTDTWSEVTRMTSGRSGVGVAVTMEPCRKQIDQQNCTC
The depositor's hits bear a star; . = no result given.

cpd	smiles	MOR-DOR ag	Cardiac RTF inh	cardiac RTF act	V-ATPase pH	HTR5A inv ctr	HTR5A ag	C-LANA FP	CAL PDZ FP	MOR-DOR inv ag	Keap1 Nrf2 FP
1	Cc1noc(C)c1S(=O)(=O)N(CC(=O)NCc1ccc(Cl)cc1)c1ccc2c(c1)OCO2	0.5	-0.9	5.8	-2.6	-5.3	1.8	0.3	-2.4	-2.5	1.5
2	CCOC(=O)N1CCN(C(=O)c2cccn3c(=O)c4c5c(sc4nc23)CCCC5)CC1	0.2	-6.4	-0.2	0.2	-0.4	-4.5	-0.3	1.3	-1.6	-7.3
3	COc1ccccc1CN1CCNC(=O)C1CC(=O)NCc1c(C)n[nH]c1C (configuration not stated)	-1.2	-4.1	-0.2	-0.1	-7.9	3.0	-1.1	51.1*	6.7	-18.0
4	CCCCn1c(N)c(N(CCOC)C(=O)c2ccco2)c(=O)[nH]c1=O	-0.6	-4.1	-3.9	-4.1	16.0	-3.7	1.0	-3.9	4.1	-1.3
5	COc1ccccc1NS(=O)(=O)c1cccc(C(=O)N/N=C(\C)c2cccnc2)c1	-0.6	-1.5	-1.2	5.7	-2.5	2.7	1.2	.	2.2	-5.2
6	COc1ccc(Cl)cc1S(=O)(=O)N1CCCC(C(=O)NCCc2ccccc2)C1 (configuration not stated)	0.6	-3.4	-4.7	-0.9	22.6	2.2	0.5	-2.4	-3.2	0.5
7	Cc1cc(O)ccc1N/C=C(\C#N)c1nc2ccccc2o1	-0.7	-7.3	-11.2	2.9	-13.1	1.6	0.7	-4.7	3.9	-1.7
8	COc1ccc(NC(=O)Cn2nnc(-c3ccccc3F)n2)cc1Cl	0.0	-7.6	-0.7	2.1	-7.5	2.1	-1.1	-3.7	0.2	3.1
9	Cc1ccc(CSc2sc(C(=O)c3ccccc3)c(N)c2C#N)cc1	-0.8	3.6	1.3	2.4	0.1	-1.3	-0.7	-2.7	3.5	0.7
10	Cc1cc(=O)c2n(Cc3ccccc3Cl)nc[n+]2[nH]1	-0.5	-4.2	2.4	0.1	6.0	-3.6	-2.0	0.2	2.8	-0.4
11	COc1cc(-c2nnc(COC(=O)c3nn(CC(C)C)c(=O)c4ccccc34)o2)cc(OC)c1OC	0.6	-6.1	3.2	1.2	-20.1	6.7	2.1	-3.0	-3.9	-1.9
12	COc1cccc(CSc2nc3nc(C)cc(C)n3n2)c1	-1.3	-12.7	-8.1	-2.5	-22.2	5.9	3.7	-2.5	6.5	-1.5
13	COc1cc(C(=O)OCC(=O)NC(=O)C2CCCCC2)ccc1OC(F)F	3.4	-9.5	0.0	-2.9	-24.5	3.6	-0.4	-5.4	-18.4	-1.9
14	Cc1ccc(-c2nn(-c3ccccc3)cc2CN(Cc2ccccc2)C(=O)CCC(=O)O)o1	-2.0	-9.5	5.6	2.5	-2.5	-2.5	-0.2	-3.8	9.7	-1.5
15	CCOC(=O)C(NC(C)=O)(Nc1ccc(F)cc1)C(F)(F)F (configuration not stated)	-1.6	-3.3	-1.3	-7.5	-10.9	4.5	-1.5	0.8	6.7	-0.4
16	Cc1ccc(OCC(=O)Nc2ccc(S(=O)(=O)Nc3cc(C)nc(C)n3)cc2)c(C)c1	-0.4	-19.6	-4.9	0.1	0.1	0.0	-0.4	.	2.6	-3.1
17	COc1ccc(OCCCC(=O)Nc2ccc3c(c2)OCO3)cc1	-1.7	-2.4	-5.0	15.9*	13.7	-5.8	-6.8	.	8.3	3.1
18	COc1cc(/C=N/NC(=O)c2cc(-c3c(C)nn(-c4ccccc4)c3C)n[nH]2)ccc1O	-1.8	-0.6	-8.0	-5.3	8.8	-3.4	-0.7	-4.0	8.9	-2.4
19	CS(=O)(=O)c1ccc(Cl)c(NC(=O)CNC(=O)c2ccc3c(c2)OCO3)c1	0.7	1.7	2.1	-1.9	-13.6	3.3	-2.1	1.4	-3.7	-5.2
20	O=c1c2ccc([N+](=O)[O-])cc2ncn1CCOc1ccccc1	3.3	-12.7	5.8	0.7	-9.1	0.1	0.9	-5.7	-16.1	-0.5
21	O=C(Cn1nnc2ccccc2c1=O)N1CCOCC1	-1.9	0.6	2.2	-0.7	-12.6	4.4	0.4	1.2	9.1	6.5
22	Cc1cccc(C(=O)NC(C)C(c2cccs2)N2CCOCC2)c1 (configuration not stated)	-2.3	-8.0	-1.6	-1.2	-21.7	6.9	-2.2	-3.3	12.1	-0.6
23	Cc1[nH]nc2c1C(c1ccsc1)C(C#N)=C(N)O2 (configuration not stated)	-1.1	8.5	3.0	-0.1	-9.4	-0.8	-3.3	2.2	6.5	2.6
24	CCOC(=O)Cn1cc(C#N)c2ccccc21	0.5	-11.5	4.2	0.0	-4.8	1.8	0.6	-4.3	-2.6	-7.1
25	Cc1cc(C)cc(-n2c(SCC(=O)NCc3ccco3)nc3ccccc3c2=O)c1	-0.4	1.2	-0.9	-2.3	15.5	-6.4	0.6	-3.0	1.8	-0.1
26	COc1cc(OC)c(C2C(C(=O)Nc3ccc(C)cc3C)=C(C)Nc3ncnn32)cc1OC (configuration not stated)	-1.2	-2.8	2.0	5.4	17.8	-7.5	1.0	.	5.7	2.9
27	CCC(C)(C)NC(=O)C(c1cccs1)N(C(=O)c1ccn[nH]1)c1cccc(OC)c1 (configuration not stated)	-1.9	5.9	10.4	-3.4	-18.4	-5.2	1.0	-1.4	9.0	1.7
28	COc1cc(NCCCCCCCN)c2ncccc2c1	2.5	-4.0	-5.1	0.0	19.8	-8.3	-11.8	-0.7	-12.2	2.4
29	COc1ccc(CNS(=O)(=O)c2cc(OCC(N)=O)c(C)cc2Cl)cc1	-1.4	1.7	0.5	0.6	7.2	-1.3	-1.6	-2.3	7.5	-7.9
30	Cc1cc(C(=O)CN2C(=O)NC3(CCCCC3)C2=O)c(C)n1Cc1ccco1	-2.7	6.2	0.1	0.1	3.7	-1.2	0.7	-1.9	13.2	-0.5
31	O=C(c1ccc(N2CCCC2)c([N+](=O)[O-])c1)N1CCN(CCO)CC1	-1.7	6.0	-2.7	-1.6	-16.5	5.8	1.0	-1.7	9.3	-3.5
32	COc1ccccc1N1CCN(CC(=O)Nc2ccc(C)c(F)c2)CC1	-2.1	-10.5	-0.9	-3.2	-1.9	0.8	-2.5	-3.2	8.9	-0.9
33	Cc1ccc(OCCN(C)C(=O)C2CCC(=O)N(CCCN3CCOCC3)C2)cc1 (configuration not stated)	-1.4	2.7	-5.7	-3.8	-8.4	-1.1	-1.4	-2.7	4.4	-3.1
34	O=C(CCC1CCCC1)NNC(=O)COc1ccc(Br)cc1	1.0	-2.4	-2.5	5.0	9.1	-2.5	1.0	-1.0	-3.9	-1.5
35	CCCC(=O)Nc1ccc(NC(=O)C23CC4CC(CC(C4)C2)C3)cn1	-2.0	-4.9	1.5	1.9	2.0	0.0	0.6	-3.7	11.2	-1.7
36	COc1ccc(N(CC(=O)Nc2ccc(C)c(C)c2)C2=NC3CS(=O)(=O)CC3S2)cc1 (configuration not stated)	-0.6	-7.2	-0.1	0.6	7.9	-2.6	0.5	.	3.2	-3.7
37	Cc1noc(C)c1S(=O)(=O)N1CCCN(C(=O)/C=C/c2ccccc2F)CC1	-0.6	-5.9	-0.8	0.9	25.1	-10.2	-2.2	-8.0	2.6	-6.1
38	N#CC(c1ccccc1)N(CCCCl)C(=O)c1ccc(Br)cc1 (configuration not stated)	2.3	-16.5	-5.2	-3.9	-12.6	6.5	-0.4	-2.3	-15.8	-3.0
39	COc1cccc(CNC(=O)C2CCN(S(=O)(=O)c3ccc(Br)s3)CC2)c1	0.6	7.9	2.2	4.0	-6.7	2.5	-0.3	.	-4.6	2.3
40	CCC(C)[C@H](NC(=O)N1CCC(C)CC1)C(=O)O (some centres not stated)	0.1	-11.2	-0.6	6.8	18.0	7.4	0.7	-6.7	-0.4	-6.0
41	O=C(Nc1cccc([N+](=O)[O-])c1)NN1CCCCCC1	-3.7	-0.8	-3.4	3.0	-0.9	0.2	1.5	-2.9	17.8	-0.5
42	Cc1ccc(NC(=O)[C@@H]2CCC(=O)N2C2OC(=O)c3ccccc32)cc1Cl (some centres not stated)	-3.5	7.0	8.5	3.1	19.2	-6.0	-0.2	-2.9	19.4	-6.5
43	Cc1ccc(S(=O)(=O)/N=C2/NC(=O)/C(=C\c3ccccc3)S2)cc1	-2.0	-0.3	-2.4	-3.8	-9.6	3.8	2.7	-2.3	7.9	-5.1
44	CCOc1ccc(S(=O)(=O)N2CCC(C(=O)N3CCN(c4ccccc4)CC3)CC2)cc1	2.0	1.3	2.5	5.6	-5.6	2.2	-0.5	.	-8.1	0.1
45	O=[N+]([O-])c1cc(C(F)(F)F)ccc1NCCCCNS(=O)(=O)c1ccc2ccccc2c1	0.7	0.1	-5.7	5.1	14.6	2.1	-0.7	.	-3.5	-4.7
46	CC(=O)N1CC(C)Sc2ccc(S(=O)(=O)NC3CCCCC3)cc21 (configuration not stated)	-2.6	10.8	-0.4	4.1	14.1	5.3	11.4	.	13.5	4.7
47	C=CCC(=O)NC1CC(C)(C)Cc2c1cnn2-c1ccccc1C (configuration not stated)	-0.3	-7.4	-2.6	0.3	-6.0	1.6	0.6	-5.8	1.5	-7.2
48	Cn1c(=O)c2c(nc(CN3CCN(C(c4ccccc4)c4ccccc4)CC3)n2CCCO)n(C)c1=O	-1.3	0.8	5.5	0.8	-13.3	3.4	-2.7	16.6	7.3	0.2
49	Cc1ccc(-n2nc(C)c(NS(=O)(=O)c3ccccc3)c2C)cc1C	-2.1	-8.5	-2.9	2.0	5.1	1.8	-1.4	-1.7	10.6	-0.8
50	Cc1cc(CNC(=O)COc2ccc(F)cc2)c2ccccc2n1	-1.3	-8.7	-0.1	1.3	-5.3	11.2*	0.6	-3.4	8.1	-2.7

The list continues:
cpd	smiles	MOR-DOR ag	Cardiac RTF inh	cardiac RTF act	V-ATPase pH	HTR5A inv ctr	HTR5A ag	C-LANA FP	CAL PDZ FP	MOR-DOR inv ag	Keap1 Nrf2 FP
51	O=C(NCCN1CCN(c2ccccc2)CC1)c1ccc2c(c1)[nH]c(=S)n1c3ccccc3nc21	9.7	4.6	-0.2	0.1	-14.1	5.5	-1.0	-7.1	-44.5	0.6
52	N/C(=N\OC(=O)c1ccc(Br)cc1)c1ccccc1	0.9	-6.0	0.9	-0.2	11.6	-0.1	-0.8	2.3	-4.7	-2.3
53	COc1ccc2c(c1)c(=O)oc1cc(OCC(=O)NC3CC3)ccc12	-2.6	-1.0	-4.6	-0.9	18.1	-1.7	0.9	4.5	10.8	1.9
54	COc1ccc(-n2c(SCCC(=O)O)nnc2-c2ccncc2)cc1	-3.5	-4.1	-6.5	-0.4	1.7	6.0	0.1	-1.3	14.6	-1.4
55	NS(=O)(=O)c1ccc(NC=C2C(=O)OC3(CCCCC3)OC2=O)cc1	-1.0	4.1	-1.3	-10.3	-12.7	-3.1	1.7	.	5.1	8.5
56	CCOC(=O)c1ccc(NC(=S)NCCc2ccccc2)cc1	7.6	-7.1	-2.0	2.3	-25.0	1.4	0.5	-2.8	-42.7	-5.4
57	CCN(CC)S(=O)(=O)c1ccc(N2CCOCC2)c(NC(=O)COc2ccccc2C#N)c1	-0.7	-12.5	11.2	0.0	-8.8	-0.8	0.0	.	3.5	-5.0
58	Cc1ccc(NC(=O)CCNC(=O)c2ccccc2)cc1F	0.4	3.0	-5.7	-3.6	-16.1	1.0	-0.4	.	-3.5	1.2
